Assay outcomes as filed in PubChem BioAssay.
TRPV1 agonist = human TRPV1 agonism | actives 0.19% (n = 320,000) | AID 540275 | activation, % at 8.33 µM | TRPV1-expressing cells, Fluo-8 calcium influx, agonist mode; in the data active means activation above about 80%; inconclusive means between about 30% and that limit; further: 0% is about no effect
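TRPV1-expressing cells were cultured overnight at 35.5C and loaded with Fluo-8 calcium dye for 40 to 90 min at room temperature. After a 10 s baseline, compound was added and calcium influx was read kinetically for 3 min (ex 480/em 520 nm).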
uPA generation = cell surface uPA generation inhibition; cell surface uPA generation assay, qHTS; Potency, µM (titrated, usually from 38.3 µM), for inactives: at the highest dose activity change, negative = inhibition, hits mostly inhibitors; actives 0.31% (n = 330,000); active means well fitted inhibition curve with a large enough effect; inconclusive means small, poorly fitted or top-dose-only effect; inactive means no such curve, though single readings can be large or run the other way; tested in mouse RAW 264.7 cells; further: potency means the concentration at half of the fitted maximal effect; on the % scale 0 is the no-effect control and ±100 the full control effect; nearly all actives have a fitted effect of over 55% in size
S-ASM inh = blocks human secretory acid sphingomyelinase; P17405; placental ASM, HMU-PC fluorogenic substrate, 60 min; Potency, µM (doses to about 57.5 µM), for inactives: at the highest dose activity change, negative = inhibition, actives largely listed as inhibitors; actives 0.006% (n = 340,000); further: potency means the concentration at half of the fitted maximal effect
Target sequence (P17405 47-631 limits assumed): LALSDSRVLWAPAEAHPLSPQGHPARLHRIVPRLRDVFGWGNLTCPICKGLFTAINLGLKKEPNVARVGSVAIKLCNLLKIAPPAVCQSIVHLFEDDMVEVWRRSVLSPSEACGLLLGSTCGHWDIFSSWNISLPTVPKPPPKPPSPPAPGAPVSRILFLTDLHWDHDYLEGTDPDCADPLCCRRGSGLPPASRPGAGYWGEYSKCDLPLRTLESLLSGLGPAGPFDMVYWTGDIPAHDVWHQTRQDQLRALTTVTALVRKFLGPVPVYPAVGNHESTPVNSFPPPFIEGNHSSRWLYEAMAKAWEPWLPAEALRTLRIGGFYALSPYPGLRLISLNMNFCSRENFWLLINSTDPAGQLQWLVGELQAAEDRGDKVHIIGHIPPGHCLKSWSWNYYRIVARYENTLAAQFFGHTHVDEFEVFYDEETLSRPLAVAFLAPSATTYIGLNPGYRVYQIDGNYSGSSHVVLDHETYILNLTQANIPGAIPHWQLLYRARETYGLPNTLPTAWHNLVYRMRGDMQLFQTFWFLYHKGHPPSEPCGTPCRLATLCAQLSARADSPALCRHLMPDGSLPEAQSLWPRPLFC
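qHTS format. ASM enzyme prepared from human placenta hydrolyses the fluorogenic substrate HMU-PC0 (9 uM final) over 60 min at 37 °C after a 10 min compound preincubation.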
Eya2 inh = inhibitors of human Eya2 phosphatase activity; O00167; recombinant Eya2, OMFP fluorescence dephosphorylation (OMFP is methylfluorescein phosphate); Potency, µM (doses to about 76.9 µM), for the others: at the highest dose activity, negative = inhibition, hits mostly inhibitors; actives 0.006% (n = 330,000); further: potency means the concentration at half of the fitted maximal effect; on the % scale 0 is the no-effect control and ±100 the full control effect
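Eya2 (0.2 uM) preincubated 10 min at ambient with compound, then OMFP substrate added at 50 uM; 10 min reaction in 50 mM HEPES pH 7.5, 50 mM NaCl, 5 uM MgCl2, 0.05% BSA, 1 mM DTT. Fluorescence read at Ex 485/Em 525 nm.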
BRCA1 expr act = activators of BRCA1 expression | AID 624202 | actives 1.1% (n = 380,000) | Potency, µM (titrated, usually from 46.1 µM), inactives show at the top dose activation, actives largely listed as activators | MCF7-BRCA1-FFLuc reporter, luminescence, 48 h; response scale: scaled: vehicle 0%, 10 µM genistein 100%; further: potency means the concentration at half of the fitted maximal effect; nearly all actives have a fitted effect of over 80% in size; some results filed as inactive show a strong effect at the top dose
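Using MCF7 cells harboring a BRCA1 firefly luciferase reporter, plated 2 h before compound pinning, the screen measured luminescence after 48 h incubation. Responses were normalized to DMSO and 10 microM genistein, then fitted for concentration-effect.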
TSG101-PTAP inh = blocks PTAP/TSG101 interaction to inhibit HIV-1 budding | Potency, µM (doses to about 115 µM), for the others: top-dose activity change, negative = inhibition, hits mostly inhibitors | AID 493005 | Q99816 | 340,000 tested, under 10 active | Fluorescence polarization, FITC-PTAP peptide / Tsg101 binding; active means well fitted inhibition curve with a large enough effect in the main read-out, with a control signal flat, not every such curve was filed as active; inconclusive means small, poorly fitted or top-dose-only effect, or effect the other way, or a change in a side signal; inactive means no such curve, though single readings can be large or run the other way; further: potency means the concentration at half of the fitted maximal effect; % of control where 0% means no effect
Target sequence (Q99816 whole entry, looked up): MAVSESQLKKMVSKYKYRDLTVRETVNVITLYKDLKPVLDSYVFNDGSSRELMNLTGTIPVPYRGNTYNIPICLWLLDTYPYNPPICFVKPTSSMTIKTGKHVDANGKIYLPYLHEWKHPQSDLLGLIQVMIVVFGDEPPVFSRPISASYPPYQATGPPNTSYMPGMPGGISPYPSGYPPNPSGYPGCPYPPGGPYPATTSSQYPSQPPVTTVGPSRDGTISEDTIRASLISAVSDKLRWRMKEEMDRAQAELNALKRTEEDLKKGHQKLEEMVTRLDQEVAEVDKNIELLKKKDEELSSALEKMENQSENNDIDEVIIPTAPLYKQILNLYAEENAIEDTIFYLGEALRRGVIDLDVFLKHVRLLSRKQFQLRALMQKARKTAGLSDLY
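FP read-out: FITC-PTAP peptide, 50 nM final, binding Tsg101 binding domain, 10 uM final; 20 min, r.t.; 10 mM HEPES pH 7.5, 0.15 M NaCl, 0.01% Tween 20, 3 mM EDTA, 0.1 mM TCEP.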
ELG1 genotoxic = inducers of genotoxicity in HEK293T ELG1-luciferase cells; HEK293T ELG1-luciferase reporter, luminescence, 16 h; Potency, µM (top dose mostly 46 µM), without a hit: at the highest dose activity change, positive = activation, hits mostly activators; actives 1.3% (n = 330,000); further: potency means the concentration at half of the fitted maximal effect; % of control where 0% means no effect; nearly all actives have a fitted effect of over 60% in size
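ELG1-luciferase HEK293T cells, 2,000/well; compound pinned in; 16 hr, 37 °C, 5% CO2; ONE-Glo, 30 min RT; luminescence on CCD imager.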
p53 reactivation = re-activators of mutant p53. AID 504706. H1299 p53-A138V BP100-luciferase reporter, luminescence, 24 h. Potency, µM (doses to about 92.2 µM), for inactives: at the top dose activity change, positive = activation, actives largely listed as activators. actives 0.063% (n = 320,000); further: potency means the concentration at half of the fitted maximal effect; % of control where 0% means no effect; nearly all actives have a fitted effect of over 45% in size
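H1299 (p53-null), stable ts p53-A138V + BP100-Luc; 1000 cells/well, Opti-MEM/10% FBS; cpd 4 pt, 1:5; 24 h, 37 deg C, 5% CO2; detection reagent 10 min RT; luminescence.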
USP2a inh = inhibitors of human ubiquitin-specific protease USP2a | O75604 | USP2 core, Ub-CHOP2 coupled fluorogenic reporter, 485/531 | Potency, µM (doses to about 38.3 µM), for inactives: top-dose activity change, negative = inhibition, most hits filed as inhibitors | actives 0.01% (n = 330,000);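 further: potency means the concentration at half of the fitted maximal effect; plate controls were DMSO wells for no effect and full inhibition by NEM control for full effect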
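USP2 core (10nM final) preincubated 30min RT with compound in 20mM Tris-HCl pH 8.0, 2mM CaCl2, 2mM beta-mercaptoethanol, 0.05% CHAPS; 25nM Ub-CHOP2 plus 25nM reporter substrate added, fluorescence (Ex485/Em531) read after 60min.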
a7 integrin act = activators of alpha7 integrin expression for muscular dystrophy | AID 624291 | alpha7betagal myoblasts, beta-gal FDG fluorescence, 48 h | actives 0.064% (n = 350,000) | Potency, µM (top dose mostly 38.3 µM), inactives show top-dose activation, hits mostly activators;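 further: potency means the concentration at half of the fitted maximal effect; 100% = response of the positive control SU9516; nearly all actives have a fitted effect of over 60% in size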
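Alpha7betagal+/- myoblasts (passage 13) were plated 16-24 hr, then exposed to compounds (1:260 dilution of DMSO stock) for 48 hours at 37C. After MPER lysis, β-galactosidase reporter activity was read as FDG fluorescence (ex 480/em 540) after 30 minutes.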
B2AR arrestin = recruits beta-arrestin to the human beta2-adrenergic receptor. Potency, µM (top dose mostly 46.1 µM), for inactives: at the top dose activation, usual class: activators. AID 492947. actives 0.02% (n = 330,000). P07550. beta-arrestin recruitment to beta2AR, cell-based reporter;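 further: potency means the concentration at half of the fitted maximal effect; 0% = DMSO controls and full agonism = EC100 isoproterenol or metaproterenol; nearly all actives have a fitted effect of over 65% in size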
Numbers without * were called inactive; ? = inconclusive; / = not tested or not shown; [ ] = dose if it differs, or a comment. Unless noted, the call rests on the fitted dose curve; in most records, active means well fitted curve in the direction sought with a large enough effect; inconclusive means small, poorly fitted or top-dose-only effect, or another doubt; inactive means no such curve, though single readings can be large; an effect the other way counts as inactive or inconclusive.

Start of the listing, in advance:
SMILES	TRPV1 agonist	uPA generation	S-ASM inh	Eya2 inh	BRCA1 expr act	TSG101-PTAP inh	ELG1 genotoxic	p53 reactivation	USP2a inh	a7 integrin act	B2AR arrestin
COc1cccc(C(=O)NC2CCNCC2)c1	1.7	18.4%	-0.9%	11.8%	7.9%	-11.2%	0.1%	/	0.1%	20.2%	-0.2%
CCNS(=O)(=O)c1ccc(CCC(=O)Nc2ccc(C(=O)OC)cc2)cc1	2.5	-2.7%	-1.3%	10.3%	-23.1%	-0.9%	-3.0%	-1.6%	0.3%	-24.9%	-0.1%

The list itself, previewed entries included:
SMILES	TRPV1 agonist	uPA generation	S-ASM inh	Eya2 inh	BRCA1 expr act	TSG101-PTAP inh	ELG1 genotoxic	p53 reactivation	USP2a inh	a7 integrin act	B2AR arrestin
COc1cccc(C(=O)NC2CCNCC2)c1	1.7	18.4%	-0.9%	11.8%	7.9%	-11.2%	0.1%	/	0.1%	20.2%	-0.2%
CCNS(=O)(=O)c1ccc(CCC(=O)Nc2ccc(C(=O)OC)cc2)cc1	2.5	-2.7%	-1.3%	10.3%	-23.1%	-0.9%	-3.0%	-1.6%	0.3%	-24.9%	-0.1%
CCC(C)N(C(=O)CSc1ncnc2sccc12)C1CCS(=O)(=O)C1 (stereo not given)	1.8	-11.3%	4.0%	3.0%	-17.1%	-1.2%	0.7%	-3.4%	1.7%	0.0%	-0.1%
Cc1ccc(N=Nc2c(N)n(-c3ccccc3)[nH]c2=O)cc1	/	8.0%	-10.1%	7.2%	7.8%	-1.2%	?	9.5%	1.3%	1.0%	-1.2%
CCOc1cc(C=NNC(=O)CCCC(=O)NN=Cc2ccc(O)c(OCC)c2)ccc1O	/	5.8%	108.8%[activator]	/	4.2%	-5.8%	/	/	/	-14.5%	/
O=C(CCn1nnc2ccccc21)N/N=C\Cc1ccccc1	6.3	-3.4%	-6.1%	12.0%	-5.7%	-1.6%	19.4%	-1.7%	-7.2%	20.1%	-0.1%
CCc1cccc(C)c1NS(=O)(=O)c1c(C)nc2sccn2c1=O	1.5	2.9%	2.4%	1.8%	-6.8%	-3.8%	1.4%	/	2.4%	12.7%	0.5%
O=C(Nc1ccccc1N1CCN(c2ccc(F)cc2)CC1)C12CC3CC(CC(C3)C1)C2	23.6	1.6%	-2.3%	5.1%	-28.2%	-2.5%	-1.6%	1.8%	2.5%	-19.4%	-0.3%
CCOc1ccccc1NC(=O)c1ccccc1N(C)S(C)(=O)=O	-1.7	-3.8%	1.6%	-28.8%	2.9%	-1.2%	-8.8%	-8.9%	3.1%	27.9%	0.1%
COc1ccc(C(=O)N/C(=C\c2ccccc2)C(=O)Nc2cccc(C(=O)O)c2)cc1	2.4	-4.8%	-0.1%	12.3%	-2.5%	-10.6%	-2.2%	1.7%	1.9%	?	-0.1%
Cc1cc(NC(=O)c2noc3c2CCc2ccccc2-3)no1	2.4	9.9%	0.1%	-18.8%	63.9%	-4.0%	?	11.1%	0.8%	12.3%	-0.2%
Cn1c(=O)c2c(nc(Sc3ncccn3)n2Cc2ccc(Cl)cc2)n(C)c1=O	3.2	-10.6%	-2.2%	5.7%	-0.6%	0.8%	-3.9%	-2.0%	0.3%	18.6%	0.0%
COc1ccccc1C(=O)NC(=O)COc1ccc(Cl)cc1Cl	-1.7	0.5%	-4.0%	-23.1%	0.5%	-7.4%	0.7%	-4.8%	4.6%	-22.8%	0.0%
COC(=O)c1ccsc1NC(=O)c1ccc2c(c1)OCCO2	3.2	-3.7%	15.2%	-9.3%	-15.9%	-3.5%	14.4%	1.1%	-0.2%	13.2%	-0.9%
Cc1ccccc1C(=O)NNC(=O)c1ccc(Br)cc1	13.4	-11.2%	0.0%	-10.8%	?	-2.8%	5.7%	?	4.5%	4.3%	-0.3%
CC(=NNC(N)=O)C1=C(O)C(C(C)C)NC1=O (stereo not given)	/	3.7%	1.1%	/	13.7%	-3.5%	/	/	/	14.1%	/
CCOCC(=O)Nc1cccc(-c2nc3cccnc3s2)c1C	-0.8	-16.8%	11.8%	-17.3%	18.5%	-1.5%	0.1%	2.7%	1.1%	-1.8%	-0.7%
COC(=O)c1ccccc1NC(=O)Cn1nc(C(F)(F)F)c2c1CCC2	13.5	-4.6%	-6.6%	-3.6%	-33.1%	-5.7%	-5.3%	7.4%	-0.2%	-28.3%	0.0%
CCC(=O)N1CCc2cc(S(=O)(=O)NCCC(=O)N3CCN(c4cccc(OC)c4)CC3)ccc21	3.5	?	-22.0%	-15.9%	-34.6%	-1.8%	-3.6%	-0.7%	-0.2%	-11.8%	0.0%
Cc1ccc(C(c2nnnn2Cc2ccccc2)N2CCN(Cc3ccccc3)CC2)cc1 (stereo not given)	7.5	-10.3%	-1.0%	-5.7%	-41.2%	-2.5%	-7.0%	14.9%	-0.2%	-9.2%	-0.4%
CCCc1cc(C(=O)NCC(C)C)no1	/	-81.2%	6.8%	-14.2%	?	-4.8%	12.1%	?	3.7%	21.1%	-1.0%
COCCCNC(CC(=O)Nc1cc(C)cc(C)c1)C(=O)O (stereo not given)	/	-3.6%	2.2%	/	3.2%	-5.3%	/	/	/	-11.3%	/
COc1ccc(CCNC(=O)Cc2c(Cl)cccc2Cl)cc1	-0.5	1.8%	2.1%	2.1%	-2.9%	0.1%	0.5%	0.2%	-0.7%	-24.1%	-0.2%
CCN(CC(=O)Nc1c(F)cccc1F)C(=O)CSc1nc2ccccc2o1	2.1	-2.3%	-2.1%	1.0%	-5.4%	-2.7%	0.1%	0.8%	-0.5%	-2.2%	-0.4%
CCCCN(CC)CCNc1c(NC2CCN(C(=O)OCC)CC2)c(=O)c1=O	0.7	1.4%	1.8%	-8.7%	3.9%	2.1%	2.9%	-2.9%	0.3%	-4.5%	0.1%
Cc1ccc(NC(=O)CN2CCCN(S(=O)(=O)c3ccc(Br)s3)CC2)cc1	2.1	-5.1%	-8.9%	-35.9%	-31.1%	-1.1%	-8.7%	-4.8%	2.2%	-38.6%[inhibitor]	0.1%
Cc1cc(C(=O)CN2C(=O)NC(C)(c3ccccc3)C2=O)c(C)n1CC1CCCO1 (stereo not given)	1.0	-6.7%	3.0%	11.8%	11.1%	-0.9%	1.0%	?	1.8%	23.0%	0.2%
COc1ccc(C(=O)n2nnc3ccccc32)cc1OC	2.5	-1.4%	-4.0%	-7.2%	-10.3%	-1.1%	1.2%	14.4%	0.6%	-15.9%	-0.9%
CC(NC(=O)/C(C#N)=C/c1cn[nH]c1-c1ccccc1)c1ccccc1 (stereo not given)	13.6	-2.1%	-14.2%	3.7%	-9.5%	-9.4%	2.1%	-3.5%	1.7%	-5.2%	-1.1%
COc1ccc(NC(=S)N(CCCN2CCOCC2)Cc2ccccn2)cc1	-9.8	2.3%	3.1%	-20.9%	-5.0%	1.0%	9.7%	3.4%	-4.0%	1.2%	0.3%
COC(=O)c1cccc(NC(=O)CCc2cc(OC)c(OC)c(OC)c2)c1	8.6	3.6%	4.4%	5.5%	8.7%	-2.6%	-8.5%	-19.8%	0.9%	-16.8%	-0.1%
O=c1c(C(c2ccc(Br)cc2)c2c(O)nc3n(c2=O)CCS3)c(O)nc2n1CCS2	-0.4	0.6%	-5.4%	?	2.3%	-4.7%	0.8%	9.7%	12.7%	3.4%	3.0%
Cc1cccc(N2CCN(C(=O)CN3CCOc4ccccc43)CC2C)c1 (stereo not given)	18.0	-8.5%	-1.8%	-0.9%	-54.0%	0.3%	-13.2%	-1.3%	2.6%	15.7%	-0.2%
Cc1ccc(NC(=O)CSc2nnc(CCNC(=O)OC(C)(C)C)o2)c(C)c1	-0.1	2.4%	0.5%	6.1%	4.0%	0.6%	0.6%	-3.0%	0.6%	19.1%	-0.2%
COc1ccc(C(=O)OCC(=O)NC(=O)NC2CCCC2)cc1[N+](=O)[O-]	/	-0.5%	15.7%	-8.9%	-4.3%	-9.7%	2.3%	-1.7%	-0.3%	0.0%	0.2%
COc1ccc(NC(=O)c2cccnc2Nc2ccccc2)cc1	8.1	/	-16.2%	7.5%	1.1%	-3.2%	-3.0%	0.2%	-0.2%	3.4%	0.2%
